PLC-gamma1 inh – inhibitors of human phospholipase C gamma1; 0.84% of 370,000 active; P19174; AID 720700; inhibition, % at 12.2 µM; purified PLC-gamma1, fluorogenic substrate, fluorescence; in the data active = inhibition above about 9.5%
LEDGF integ inh – blocks HIV-1 LEDGF/p75-dependent DNA integration | AID 743269 | 0.64% of 370,000 active | TR-FRET IN-LEDGF/p75 DNA integration, Eu/Cy5 | inhibition, % at 3.7 µM;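 active = inhibition above the screen-wide mean plus 3 SD, cut at about 13% in these data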;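 also: signal is the Cy5 over europium emission ratio at 671 and 618 nm; 0% = plate median of compound wells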
ADAM10 inh – inhibitors of human ADAM10; inhibition, % at 7 µM; recombinant ADAM10, EDANS/DABCYL FRET peptide cleavage, 3 h; O14672; 0.62% of 370,000 active;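 active = inhibition above a per-campaign cutoff equal to the mean of compounds falling between control-based bounds plus 3 SD, cut at about 20% in these data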;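 also: 0% = DMSO wells while the 100% control is not disclosed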
Target sequence (O14672 214-748 limits assumed): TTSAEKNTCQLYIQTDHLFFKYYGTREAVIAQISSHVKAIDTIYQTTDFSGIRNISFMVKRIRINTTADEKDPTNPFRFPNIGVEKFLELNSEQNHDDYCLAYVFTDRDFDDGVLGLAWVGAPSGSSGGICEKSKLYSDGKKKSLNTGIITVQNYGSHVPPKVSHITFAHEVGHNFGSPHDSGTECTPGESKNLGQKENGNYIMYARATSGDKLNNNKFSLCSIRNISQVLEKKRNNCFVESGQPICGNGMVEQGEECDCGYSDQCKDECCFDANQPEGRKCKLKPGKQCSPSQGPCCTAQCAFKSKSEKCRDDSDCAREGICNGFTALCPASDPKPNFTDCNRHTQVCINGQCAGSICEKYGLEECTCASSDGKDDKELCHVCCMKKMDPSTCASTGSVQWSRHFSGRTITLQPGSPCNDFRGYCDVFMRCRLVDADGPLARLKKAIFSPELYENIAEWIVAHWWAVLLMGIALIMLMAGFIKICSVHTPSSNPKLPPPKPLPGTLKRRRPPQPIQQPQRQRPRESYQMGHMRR
ARFGAP1 inhibitor – inhibitors of rat ARFGAP1; Q62848; Arfgap1-stimulated ARF1 GTP hydrolysis, GDP FP detection; inhibition, % at 16.5 µM; 0.26% of 360,000 active; AID 651572;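 active = inhibition above a per-plate limit, mean inhibition of low control wells plus 3 SD, cut at about 25% in these data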;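 also: 0% = DMSO wells with enzyme and 100% = wells lacking Arfgap1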
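Repeats: one replicate per compound; assay system: rat Arfgap1 catalytic domain, aa 1-136; times: enzyme reaction 120 min at 25 °C after 20 min preincubation; detection: FP of antibody-bound GDP Alexa 633 tracer, ex 620/em 688 nm; benchmarks: high control wells lacking Arfgap1, low control full reaction with DMSO; reagent: human ARF1(Δ1-17)-GTP substrate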
DDE Tn6 FP inh – DD(E)-Tn6 binding inhibition, primary FP screen | 0.21% of 370,000 active | P02675 | inhibition, % at 8.3 µM | Fibrin DD(E) TRITC-Tn6 fluorescence polarization displacement | AID 720509;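 active = inhibition above a per-campaign cutoff: mean of compounds within control limits plus 3 SD, cut at about 15% in these data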;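 also: 0% = median of all compound wells on the plate and 100% = blocking peptide control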
TDP2 absorb – TDP2 (human) inhibition, absorbance primary screen; O95551; recombinant TDP2, T5PNP hydrolysis, p-nitrophenol absorbance 415 nm; inhibition, % at 12.8 µM; 0.34% of 370,000 active; AID 720702;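 active = inhibition above the mean of all tested compounds plus 3 SD, set per campaign, cut at about 25% in these data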;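 also: 0% = DMSO with enzyme and 100% = buffer with substrate but no TDP2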
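System – recombinant human TDP2 · Quantity – TDP2 enzyme at 120 nM final · Doses – single concentration, 12.8 µM nominal, with 1% DMSO · Incubation – 2 h at 37 °C · Measured by – epi absorbance of p-nitrophenol freed from T5PNP by hydrolysis · Read-out – % inhibition relative to enzyme-containing and enzyme-free wells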
ASAP1 inh – ASAP1 ArfGAP inhibition; inhibition, % at 16.5 µM; Q9ULH1; ASAP1-stimulated ARF1 GTP hydrolysis, GDP FP detection; 0.19% of 360,000 active; in the data active = inhibition above about 25%;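 also: 0% = vehicle with enzyme and substrate and 100% = no enzyme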
Tn7 DDE FP – disrupts Tn7 cyclic peptide binding to fibrin D-Dimer-E complex | FP displacement of FITC-Tn7 peptide from fibrin DD(E); 0% = median of compound wells per plate | inhibition, % at 8.3 µM | 0.13% of 370,000 active | AID 720508;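 active = inhibition above the mean of compounds falling within the control limits plus 3 SD of them, cut at about 14% in these data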;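 also: 0% = plate median of compound wells and 100% = 10 µM Aha-Tn7 peptide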
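system = human fibrin DD(E) protein | quantity = DD(E) 2 µM final | medium = Tris/NaCl/CaCl2 buffer, pH 7.8 | also added = labelled Tn7 tracer, 0.1 µM | compound dosing = single point at 8.3 µM | timing = compound with protein 10 min, then 3 h after probe, room temperature | signal = FP measurement | benchmarks = Aha-Tn7 high control | repeats = one replicate per compound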
proKLK7 act – proKLK7 (human) activation, primary screen; P49862; purified proKLK7, EDANS-DABCYL substrate fluorescence; 100% is mature enzyme control, 0% vehicle; activation, % at 7 µM; 0.9% of 370,000 active; AID 652039;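 active = activation above the mean of all tested compounds plus 3 SD, computed per campaign excluding outliers beyond control limits, cut at about 13% in these data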
ADAM17 inh – ADAM17 inhibition, QFRET primary screen | P78536 | recombinant ADAM17, EDANS/DABCYL FRET peptide cleavage | inhibition, % at 6.95 µM | 0.83% of 370,000 active | AID 720648;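 active = inhibition above the mean of compounds lying between control limits plus 3 SD, set per campaign, cut at about 8.5% in these data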;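 also: 0% = DMSO-only wells as the low control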
Target sequence (P78536 215-824 limits assumed): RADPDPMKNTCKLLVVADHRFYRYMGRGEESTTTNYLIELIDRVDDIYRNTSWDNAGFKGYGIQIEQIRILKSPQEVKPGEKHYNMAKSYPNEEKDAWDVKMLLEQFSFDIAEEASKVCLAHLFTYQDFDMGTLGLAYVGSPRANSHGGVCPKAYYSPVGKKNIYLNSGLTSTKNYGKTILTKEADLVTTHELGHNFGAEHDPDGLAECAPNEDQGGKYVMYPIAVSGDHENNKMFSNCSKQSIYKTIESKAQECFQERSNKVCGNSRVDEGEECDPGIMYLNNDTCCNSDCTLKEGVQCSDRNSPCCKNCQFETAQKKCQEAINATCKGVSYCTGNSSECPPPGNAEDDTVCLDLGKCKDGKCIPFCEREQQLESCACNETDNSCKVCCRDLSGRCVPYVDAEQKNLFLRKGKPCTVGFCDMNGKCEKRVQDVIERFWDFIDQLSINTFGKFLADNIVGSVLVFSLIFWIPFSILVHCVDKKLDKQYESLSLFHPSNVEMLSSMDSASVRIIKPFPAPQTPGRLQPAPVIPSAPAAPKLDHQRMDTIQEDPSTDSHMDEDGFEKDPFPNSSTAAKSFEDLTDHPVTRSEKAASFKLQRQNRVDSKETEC
The depositor's hits bear a star; i = inactive; . = not tested or not shown.

| PLC-gamma1 inh | LEDGF integ inh | ADAM10 inh | ARFGAP1 inhibitor | DDE Tn6 FP inh | TDP2 absorb | ASAP1 inh | Tn7 DDE FP | proKLK7 act | ADAM17 inh | Compound |
| --- | --- | --- | --- | --- | --- | --- | --- | --- | --- | --- |
| 3 | 1 | -3 | 8 | 4 | 8 | 2 | 5 | -0.3 | 0 | CCCCN(C(=O)c1cccc(S(=O)(=O)N(C)c2ccc(C)cc2)c1)c1c(N)n(CC(C)C)c(=O)[nH]c1=O |
| 1 | -2 | -11 | -15 | 7 | 3 | -8 | 1 | -0.3 | -5 | COc1ccc(CCNc2nc(Cl)nc(NC(C)(C)CO)n2)cc1OC |
| 1 | -5 | 0 | 8 | -10 | 4 | -6 | -3 | 0.7 | -5 | COc1ccccc1CNC(=O)CCNC(=O)C1CCN(S(=O)(=O)c2ccccc2)CC1 |
| -19 | -2 | -30 | -1 | -9 | 7 | -3 | 4 | 0.3 | -10 | C=CCn1c(Cn2c(-c3cnccn3)nc3ccccc32)nc2ccccc21 |
| 0 | 1 | 7 | -2 | 1 | 11 | 13 | 3 | -0.8 | -1 | O=C(NC1CCCc2c1cnn2-c1cc(F)cc(F)c1)c1ccncc1 (stereo unspecified) |
| 2 | 1 | 5 | 7 | -1 | -3 | 0 | -10 | -0.1 | 2 | COc1ccc(S(=O)(=O)NCc2ccccc2)cc1Br |
| 4 | -5 | -6 | 12 | -7 | -1 | 7 | 0 | 0.5 | 1 | Cc1noc(C)c1COc1ccccc1C(=O)N1CCN(S(=O)(=O)c2cccc(Cl)c2)CC1 |
| 1 | -2 | -7 | 11 | 8 | -15 | 7 | 0 | -0.1 | 0 | O=C(O)CC(C(=O)Nc1ccc(F)cc1)C1CCCO1 (stereo unspecified) |
| 2 | 2 | -8 | -6 | -1 | -2 | 6 | 7 | 0.0 | -2 | CC(C)C[C@@H](CO)NC(=O)CC[C@H](NC(=O)OC(C)(C)C)C(=O)N(Cc1ccccc1)Cc1ccccc1 |
| -66 | 3 | -6 | 2 | -1 | 13 | 6 | 4 | 0.7 | -6 | COc1ccc(CN2CCc3c([nH]c4ccccc34)C2)c(OC)c1C |
| 0 | -2 | -6 | 6 | -3 | 0 | 0 | 2 | -0.6 | -3 | Cc1onc(-c2c(Cl)cccc2Cl)c1NC(=O)NN(C)C |
| -9 | 0 | -62 | -8 | 1 | 2 | 6 | 5 | -0.6 | -23 | CCN(CC)CCCn1c(SCC(=O)NCC2CCCO2)nc2ccccc2c1=O (stereo unspecified) |
| -10 | 2 | 7 | 8 | 6 | 14 | 4 | -1 | -0.7 | 1 | COc1ccccc1C(=O)Nc1cccc2cccnc12 |
| 0 | -3 | -9 | -2 | -7 | 13 | 3 | -3 | 0.0 | -3 | O=C(COC(=O)/C=C/c1cccs1)NC1CCCCC1 |
| -9 | -2 | -15 | 21 | -7 | -9 | 16 | 1 | -0.6 | 2 | CC(=O)N1CCc2cc(C(=O)CN3CCCCC3)ccc21 |
| -4 | 1 | 0 | -10 | 1 | 2 | 5 | -1 | 0.7 | 0 | CC12CCCCC1(O)[N+](=O)C1=C(CCCC1)N2[O-] (stereo unspecified) |
| 8 | 4 | 2 | 16 | 2 | -24 | 23 | 3 | 0.6 | 4 | Cn1cccc1CNC(=S)Nc1cc(F)cc(F)c1 |
| -1 | -1 | 0 | -7 | -3 | 8 | -4 | 4 | 0.1 | 3 | Cc1ccccc1CN1C(=O)c2ccccc2Sc2ccc(C(=O)O)cc21 |
| 3 | -4 | 3 | 4 | -9 | -6 | -10 | -4 | 0.2 | -3 | O=C(NCCc1ccccc1)c1ccc(Cl)c([N+](=O)[O-])c1 |
| -3 | 0 | 1 | 10 | 5 | 7 | 6 | 2 | -0.3 | -4 | Cc1nn(CC(=O)NCCCN2C(C)CCCC2C)c(=O)c2cc3occc3n12 (stereo unspecified) |
| 1 | -4 | -13 | 6 | 4 | 3 | 11 | -5 | -0.1 | 2 | Cc1cccc(NC(=O)Nc2ccc3c(c2)N(C)C(=O)CS3)n1 |
| 0 | -4 | -5 | -5 | 2 | 0 | 6 | 9 | 0.6 | 0 | CCC1CCCCN1CCNC(=O)C1CCCN(S(=O)(=O)c2cccc3nsnc23)C1 (stereo unspecified) |
| -9 | -1 | -6 | -2 | -1 | 2 | -3 | 2 | 0.3 | -6 | O=C(COC(=O)Cc1ccc(S(=O)(=O)N2CCOCC2)s1)NCCc1ccccc1 |
| -46 | 2 | -63 | -2 | -1 | -15 | -2 | -3 | -0.2 | -8 | COc1ccc(C2=Nc3ccccc3NC(=O)C2N(C(=O)c2cc3ccccc3[nH]2)c2ccccc2)cc1 (stereo unspecified) |
| -153 | 6 | i | -5 | 4 | 1 | 2 | -1 | 13* | i | CCOC(=O)c1cnc2cc3c(cn2c1=O)CCCC3 |
| 1 | -7 | 1 | 2 | 2 | 6 | 11 | 12 | 0.8 | 2 | CCN1C(=O)[C@H]2[C@H]3CN=C(SCc4ccc(C)cc4)N3[C@@](CC)(C(=O)OC)[C@H]2C1=O |
| -1 | 2 | 0 | -4 | 2 | 9 | -6 | -2 | 0.0 | -2 | O=C(CCN1C(=O)c2ccccc2S1(=O)=O)NCc1ccccc1Cl |
| 4 | 4 | 10 | -11 | 0 | -4 | -1 | -5 | -0.5 | 3 | CCCCCCCCN1C(=O)[C@@H](CC(=O)NCCCN2CCCC2=O)C[C@@]2(C(=O)OC)C1=C[C@H](C(C)(C)C)O[C@@H]2C |
| -2 | 2 | 2 | 7 | 3 | 4 | -3 | 2 | -0.3 | 0 | COc1ccc(C(=O)N/N=C(\C)CC(=O)Nc2ccc3c(c2)OCO3)cc1 |
| 0 | -6 | -8 | 5 | -12 | -13 | -4 | 4 | -4.7 | -2 | NC(=O)c1cc(S(=O)(=O)N2CCCCC2)cs1 |
| -2 | 0 | 0 | . | -1 | -8 | . | 5 | 0.6 | 1 | CC[C@H](CCCCCCCn1ccc2ccccc21)CCC(=O)N(c1ccccc1)c1ccccc1 |
| 1 | 0 | 8 | 4 | -7 | -8 | -3 | 4 | 0.0 | -1 | COc1ccc(CNS(=O)(=O)c2cc(Br)cc3c2N(C(C)=O)C(C)C3)cc1 (stereo unspecified) |
| 3 | 25* | 7 | -2 | -9 | -5 | 3 | -3 | -0.2 | 3 | CC1(C(=O)Nc2ccc3nc[nH]c3c2)CCN1C(=O)C1(c2ccccc2)CCCC1 (stereo unspecified) |
| 1 | 1 | 4 | 8 | 3 | 3 | 17 | -3 | 0.3 | 3 | CCOC(=O)N1CCN(C(=O)CSc2cc(C)nc3c(-c4ccccc4OC)c(C)nn23)CC1 |
| -7 | -3 | -25 | -8 | 8 | -8 | -4 | -4 | 1.8 | 0 | O=C(O)CCc1nc2cc3ccccc3cc2[nH]1 |
| -4 | 0 | -14 | -15 | -6 | 20 | -9 | -1 | -0.2 | -5 | CCOc1ccccc1CN1CCNC(=O)C1CC(=O)NC1CCCCCC1 (stereo unspecified) |
| -2 | 0 | -15 | -7 | -5 | 3 | -5 | 0 | 0.1 | -4 | O=C(CCNC(=O)C1CCN(S(=O)(=O)c2ccccc2)CC1)NCCc1ccc(Cl)cc1 |
| 1 | 2 | -4 | 5 | -6 | 2 | 5 | -8 | 0.0 | 0 | Cc1cc(F)ccc1-c1cc(C(=O)NC(C)C)[nH]n1 |
| 0 | -3 | -4 | 7 | -2 | 2 | 1 | 4 | 0.5 | -1 | Cc1ccc(S(=O)(=O)N2C(=O)CCC2C(=O)O/N=C(\N)c2ccccc2)cc1 (stereo unspecified) |
| 1 | 0 | -8 | 0 | 10 | -1 | 5 | -5 | 0.6 | 5 | COc1ccc(S(=O)(=O)Nc2ccc3c(c2)C(=O)N([C@H](C)CO)C[C@H](C)[C@H](CN(C)C(=O)Nc2ccc(F)cc2)OCCCC[C@@H](C)O3)cc1 |
| 0 | 2 | 5 | 2 | 5 | -5 | 4 | 6 | -0.4 | 1 | Cc1ccc(/C=N/NC(=O)c2nnn(-c3nonc3N)c2CN(C)C2CCCCC2)cc1 |
| 2 | 0 | -5 | -4 | -1 | 3 | -7 | -4 | 0.0 | -1 | Cc1c(C(=O)N2CCCC2)c(S(=O)(=O)Nc2ccccc2Cl)c(C)n1C |
| 1 | 1 | 2 | 1 | 1 | 3 | 3 | 0 | -0.2 | -1 | CCSc1nnc(-c2ccc(Cl)cc2Cl)o1 |
| 3 | 2 | 7 | 10 | -9 | -13 | -12 | -1 | 0.5 | -1 | COc1ccc(-n2c(=O)cc(N3CC(C)OC(C)C3)[nH]c2=O)cc1 (stereo unspecified) |
| 1 | -2 | -1 | 12 | -1 | 11 | 3 | 0 | 0.2 | -4 | O=C1c2ccccc2-c2nnc(-c3ccccc3)cc21 |
| -4 | 1 | -49 | 3 | -5 | 6 | -9 | 2 | -0.7 | -16 | Cc1ccc(S(=O)(=O)N(CCCO)Cc2cc3c(C)ccc(C)c3[nH]c2=O)cc1 |
| -2 | 2 | 84* | 5 | 2 | -3 | 8 | -5 | -0.1 | 0 | O=C(COc1ccc(-c2nnco2)cc1)Nc1c(F)cccc1F |
| 4 | -2 | 2 | -2 | 2 | -12 | 4 | -6 | 0.2 | 2 | COC(=O)c1cc(CSc2nc3ccccc3[nH]2)oc1C |
| 9.8* | 5 | -4 | 3 | 0 | -10 | 15 | -5 | 0.3 | -2 | CC(=O)N(Cc1cccnc1)c1cccc(-c2nc3ccccc3s2)c1 |
| -12 | 0 | -59 | 2 | 0 | 1 | -3 | 8 | -1.5 | -18 | O=C(Nc1ccc(C(=O)O)cc1)Nc1cccc2ccccc12 |
| -1 | -3 | -6 | -3 | -4 | 5 | 3 | 6 | -0.2 | -2 | O=C(Cn1cnc2ccccc2c1=O)NCCC(=O)N1CCN(c2ccccc2)CC1 |
| -3 | -1 | -7 | 5 | 4 | 5 | -2 | 1 | 0.0 | -3 | Cc1cc(C)nc(SCC(=O)N/N=C/c2cccc([N+](=O)[O-])c2)n1 |

3 compounds from above, arranged by the value under ADAM17 inh, low to high:
SMILES | PLC-gamma1 inh | LEDGF integ inh | ADAM10 inh | ARFGAP1 inhibitor | DDE Tn6 FP inh | TDP2 absorb | ASAP1 inh | Tn7 DDE FP | proKLK7 act | ADAM17 inh
O=C1c2ccccc2-c2nnc(-c3ccccc3)cc21 | 1 | -2 | -1 | 12 | -1 | 11 | 3 | 0 | 0.2 | -4
CC(=O)N(Cc1cccnc1)c1cccc(-c2nc3ccccc3s2)c1 | 9.8* | 5 | -4 | 3 | 0 | -10 | 15 | -5 | 0.3 | -2
CCSc1nnc(-c2ccc(Cl)cc2Cl)o1 | 1 | 1 | 2 | 1 | 1 | 3 | 3 | 0 | -0.2 | -1

Assay outcomes deposited in PubChem BioAssay by The Scripps Research Institute Molecular Screening Center.
